Screening data from PubChem BioAssay.
Mtb BioA inh: M. tuberculosis BioA enzyme inhibitors, primary screen, biochemical, plate reader, single point, HTS | 7,8-diaminopelargonic acid synthase BioA (Mycobacterium tuberculosis) | purified M. tuberculosis BioA enzyme | inhibition, % at 9.99 µM | 360,000 compounds, 0.096% hits; in the data active = inhibition above about 40%; inconclusive = no clear call, values can overlap the other calls
UGM FP inh: M. tuberculosis UGM enzyme inhibitors, primary screen, biochemical, fluorescence polarization, single point; UDP-galactopyranose mutase (Mycobacterium tuberculosis (strain ATCC 25618 / H37Rv)), …; inhibition, % at 10 µM; 320,000 compounds, 0.06% hits; purified UGM, fluorescence polarization probe displacement; in the data active = inhibition above about 10%, passing the limit was not always enough; inconclusive = no clear call, values can overlap the other calls
Target sequence (P9WIQ1 whole entry, looked up): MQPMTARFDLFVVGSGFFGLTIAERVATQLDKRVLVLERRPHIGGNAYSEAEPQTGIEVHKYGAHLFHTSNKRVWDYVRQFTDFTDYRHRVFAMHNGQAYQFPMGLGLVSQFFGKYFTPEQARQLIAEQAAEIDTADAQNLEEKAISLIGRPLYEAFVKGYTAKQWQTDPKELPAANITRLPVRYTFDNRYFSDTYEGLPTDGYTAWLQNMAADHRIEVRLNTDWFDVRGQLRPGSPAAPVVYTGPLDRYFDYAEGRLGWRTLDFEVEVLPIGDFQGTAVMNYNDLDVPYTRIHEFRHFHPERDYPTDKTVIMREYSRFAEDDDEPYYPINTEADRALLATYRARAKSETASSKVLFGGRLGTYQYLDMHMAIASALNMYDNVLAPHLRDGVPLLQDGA
FadD28 binding: inhibitors of FadD28 bisubstrate probe binding, primary screen, biochemical, fluorescence polarization, single point; Mycobacterium tuberculosis FadD28 fatty-acid-AMP ligase; 360,000 compounds, 0.22% hits; inhibition, % at 12.5 µM; in the data active = inhibition above about 8.5%, passing the limit was not always enough; inconclusive = no clear call, values can overlap the other calls
FBA Mtb inh: Mtb FBA enzyme inhibitors, primary screen, biochemical, fluorescence, strain H37Rv; Fructose-bisphosphate aldolase (Mycobacterium tuberculosis (strain ATCC 25618 / H37Rv)), …; purified M. tuberculosis FBA, fluorescence read-out; inhibition, % at 1 µM; 360,000 compounds, 2.3% hits; AID 588726, 2011; in the data active = inhibition above about 27%;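 note: 0% = vehicle and 100% = reference inhibitor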
Target sequence (P9WQA3 whole entry, looked up): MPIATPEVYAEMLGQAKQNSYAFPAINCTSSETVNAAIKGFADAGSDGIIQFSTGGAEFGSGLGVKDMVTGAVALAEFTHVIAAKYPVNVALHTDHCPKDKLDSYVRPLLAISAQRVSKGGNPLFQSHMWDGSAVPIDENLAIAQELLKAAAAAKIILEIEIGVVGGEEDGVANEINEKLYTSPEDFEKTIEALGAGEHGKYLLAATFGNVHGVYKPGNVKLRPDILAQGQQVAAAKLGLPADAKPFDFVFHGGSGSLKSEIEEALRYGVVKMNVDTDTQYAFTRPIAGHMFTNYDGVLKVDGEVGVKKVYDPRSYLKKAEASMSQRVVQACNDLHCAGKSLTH
BoNT-F LC inh: BoNT/F light chain protease inhibitors, primary screen, biochemical, flow cytometry, MLPCN library | 360,000 compounds, 0.22% hits | Multiplex microsphere protease cleavage assay | inhibition, % at 10 µM | AID 588497, 2011; in the data active = inhibition above about 35%, passing the limit was not always enough; inconclusive = no clear call, values can overlap the other calls; note: plate controls were buffer without enzyme for full effect and enzyme alone for no effect
GDH-TPI inh: GDH-TPI coupling enzyme inhibitors, primary screen, artefact control for M. tuberculosis FBA inhibitor project, biochemical, absorbance, full deck; GDH-TPI coupled enzyme counterscreen, NADH absorbance; inhibition, % at 4.8 µM; 360,000 compounds, 1.2% hits; AID 588335, 2011;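 note: 0% = DMSO wells and 100% = wells lacking the enzyme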
PrPC TRFRET: inhibitors of human cell surface prion protein PrPC, primary screen, cell-based, TR-FRET; Major prion protein (Homo sapiens), P04156; 370,000 compounds, 0.43% hits; TR-FRET read-out; inhibition, % at 13.8 µM; in the data active = inhibition above about 24%; note: 0% = median of the test wells and 100% = reference compound wells
BoNT A protease: BoNT/A light chain protease inhibitors, primary screen, biochemical, flow cytometry, MLPCN library; Botulinum neurotoxin type A light chain protease (Clostridium botulinum A str. ATCC 3502); multiplex microsphere protease substrate cleavage; inhibition, % at 10 µM; 360,000 compounds, 0.17% hits; AID 588499, 2011; in the data active = inhibition above about 30%; inconclusive = no clear call, values can overlap the other calls; note: plate controls were buffer without enzyme for full effect and enzyme alone for no effect
CCHF vOTU inh: CCHFV vOTU protease inhibitors, primary screen, biochemical, Pep-AMC substrate, fluorescence. inhibition, % at 11.5 µM. 370,000 compounds, 0.55% hits. AID 651958, 2012; note: 0% = vehicle wells with enzyme and 100% = no enzyme wells
Starred values were filed as active, the others as inactive. Cut-off read from the data, not from the text of the source, unless noted: active = inhibition above about 30%; inactive = the rest. Random draw from the library (roughly 4.8% active in at least one column).

`CCc1cc2cc(C)c(C)cc2nc1SCC(=O)NNC(=O)c1ccco1` gave UGM FP inh 1.7, FadD28 binding 0.0, FBA Mtb inh 1, BoNT-F LC inh 2, GDH-TPI inh 9, PrPC TRFRET 9, BoNT A protease -0.2 and CCHF vOTU inh 21.
Screening O=C(Nc1cc(S(=O)(=O)Nc2ccc(Cl)cc2)ccc1O)c1ccc(F)cc1F returned Mtb BioA inh -1.8, UGM FP inh -0.5, FadD28 binding -1.1, FBA Mtb inh 0, BoNT-F LC inh -1, GDH-TPI inh 15, PrPC TRFRET 6, BoNT A protease 0.2 and CCHF vOTU inh 1.
Cn1c(=O)c(C(=O)CN2CCc3ccccc32)c(N)n(Cc2ccccc2)c1=O was read as UGM FP inh 0.1, FadD28 binding -2.4, FBA Mtb inh 0, BoNT-F LC inh -8, GDH-TPI inh -4, PrPC TRFRET -2, BoNT A protease 2.3 and CCHF vOTU inh -21.
`Cc1cccn2c(=O)c(C(=O)NCCCN3CC(C)CC(C)C3)c(O)nc12` (configuration not stated) gave Mtb BioA inh 0.0, UGM FP inh 1.1, FadD28 binding 0.0, FBA Mtb inh 1, BoNT-F LC inh 8, GDH-TPI inh 11, PrPC TRFRET -3, BoNT A protease 1.0 and CCHF vOTU inh -9.
For O=C(NCCc1ccccc1)c1cc([N+](=O)[O-])ccc1N1CCOCC1 the results were Mtb BioA inh 2.3, UGM FP inh -5.1, FadD28 binding 1.4, FBA Mtb inh 2, BoNT-F LC inh 4, GDH-TPI inh 27, PrPC TRFRET -18, BoNT A protease 0.6 and CCHF vOTU inh 1.
For Cc1ccc(OCC(=O)NNC(=O)C2CSC3(C)CCC(=O)N23)cc1C (configuration not stated) the results were Mtb BioA inh -0.3, FadD28 binding -0.8, FBA Mtb inh -3, BoNT-F LC inh -6, GDH-TPI inh -3, PrPC TRFRET 3, BoNT A protease 0.3 and CCHF vOTU inh -5.
`COC(=O)c1ccccc1N/C=C/C(=O)c1ccc(Br)cc1` gave Mtb BioA inh 3.6, UGM FP inh 0.7, FadD28 binding -1.2, FBA Mtb inh 6, BoNT-F LC inh 1, GDH-TPI inh 11, PrPC TRFRET 3, BoNT A protease 2.7 and CCHF vOTU inh -3.
For c1ccc(CN2C3=NCCN3c3ccccc32)cc1 the results were Mtb BioA inh -0.8, UGM FP inh 1.1, FadD28 binding -0.3, FBA Mtb inh -3, BoNT-F LC inh -7, GDH-TPI inh 6, PrPC TRFRET 2, BoNT A protease -0.5 and CCHF vOTU inh -1.
Cc1[nH]c2ccccc2c1C(C[N+](=O)[O-])c1cccc(O)c1 (configuration not stated) was read as UGM FP inh 2.5, FadD28 binding -5.7, FBA Mtb inh -2, BoNT-F LC inh -5, GDH-TPI inh -7, PrPC TRFRET -2, BoNT A protease -0.4 and CCHF vOTU inh 2.
CCOC(=O)CC1C(=O)NCCN1S(=O)(=O)c1ccc(Cl)cc1 (configuration not stated) was read as Mtb BioA inh 0.9, UGM FP inh 0.7, FadD28 binding -1.8, FBA Mtb inh 3, BoNT-F LC inh 3, GDH-TPI inh -9, PrPC TRFRET -5, BoNT A protease 0.4 and CCHF vOTU inh -2.
Screening COc1ccc(S(=O)(=O)NCCCCCC(=O)O)cc1C(=O)O returned Mtb BioA inh 0.1, UGM FP inh 2.1, FadD28 binding -3.2, FBA Mtb inh 0, BoNT-F LC inh -1, GDH-TPI inh -9, PrPC TRFRET 0, BoNT A protease -0.1 and CCHF vOTU inh -8.
Screening Cc1ccccc1CSCCNC(=S)Nc1ccccc1 returned UGM FP inh -0.1, FadD28 binding -2.0, FBA Mtb inh 2, BoNT-F LC inh -1, GDH-TPI inh 5, PrPC TRFRET 3, BoNT A protease -0.1 and CCHF vOTU inh 12.
For COc1cccc(OC)c1C(=O)Nc1ccccc1C(=O)N1CCCC1 the results were Mtb BioA inh -0.6, UGM FP inh 1.0, FadD28 binding -0.1, FBA Mtb inh -1, BoNT-F LC inh 4, GDH-TPI inh 9, PrPC TRFRET 4, BoNT A protease -0.8 and CCHF vOTU inh -7.
Screening Cc1cc(NC(=O)c2ccc(Cl)cc2Cl)n(CCC#N)n1 returned UGM FP inh -0.7, FadD28 binding -3.5, FBA Mtb inh 2, BoNT-F LC inh 3, GDH-TPI inh -1, PrPC TRFRET 4, BoNT A protease 0.0 and CCHF vOTU inh -9.
Screening CSc1cnn(-c2ccccc2)c(=O)c1SC returned Mtb BioA inh -1.7, UGM FP inh -1.6, FadD28 binding 1.7, FBA Mtb inh 3, BoNT-F LC inh -1, GDH-TPI inh 19, PrPC TRFRET -21, BoNT A protease -0.9 and CCHF vOTU inh 0.

Compounds above with an aryl methoxy group, in the order listed:
Screening COc1ccc(S(=O)(=O)NCCCCCC(=O)O)cc1C(=O)O returned Mtb BioA inh 0.1, UGM FP inh 2.1, FadD28 binding -3.2, FBA Mtb inh 0, BoNT-F LC inh -1, GDH-TPI inh -9, PrPC TRFRET 0, BoNT A protease -0.1 and CCHF vOTU inh -8.
For COc1cccc(OC)c1C(=O)Nc1ccccc1C(=O)N1CCCC1 the results were Mtb BioA inh -0.6, UGM FP inh 1.0, FadD28 binding -0.1, FBA Mtb inh -1, BoNT-F LC inh 4, GDH-TPI inh 9, PrPC TRFRET 4, BoNT A protease -0.8 and CCHF vOTU inh -7.

Remaining list, next part.
`CCCCn1c(N)c(N(CCOC)C(=O)c2c(C)noc2C)c(=O)[nH]c1=O` gave FadD28 binding -3.7, FBA Mtb inh -2, BoNT-F LC inh 1, GDH-TPI inh -4, PrPC TRFRET 8, BoNT A protease 1.0 and CCHF vOTU inh 3.
CCN(CC)CCNC(=O)c1ccc(NC(=O)c2cc(-c3ccco3)nc3ccccc23)cc1 was read as Mtb BioA inh -1.9, UGM FP inh -3.3, FadD28 binding -1.8, FBA Mtb inh 18, BoNT-F LC inh -17, GDH-TPI inh 12, PrPC TRFRET -21, BoNT A protease 0.1 and CCHF vOTU inh -20.
Screening COc1c(C)cccc1C(=O)Nc1ccc(CN2CCOCC2)cc1 returned Mtb BioA inh 0.9, UGM FP inh 0.1, FadD28 binding -1.2, FBA Mtb inh 0, BoNT-F LC inh -18, GDH-TPI inh -2, PrPC TRFRET 5, BoNT A protease -1.7 and CCHF vOTU inh 12.
Screening COc1ccc(-c2ccc(NCCC3=CCCCC3)nn2)cc1OC returned Mtb BioA inh -0.2, UGM FP inh 0.5, FadD28 binding -3.5, FBA Mtb inh 0, BoNT-F LC inh -9, GDH-TPI inh 17, PrPC TRFRET 13, BoNT A protease 2.4 and CCHF vOTU inh -14.
Screening CC(=NCC1CCCO1)c1c(O)n(-c2ccccc2)c(=O)[nH]c1=O (configuration not stated) returned Mtb BioA inh -0.2, UGM FP inh -2.3, FadD28 binding -1.0, FBA Mtb inh -2, GDH-TPI inh 5, PrPC TRFRET -6 and CCHF vOTU inh -12.
For COc1ccc(OC)c(Nc2ncnc3c2cnn3-c2ccccc2)c1 the results were Mtb BioA inh 2.5, UGM FP inh 2.3, FadD28 binding -1.0, FBA Mtb inh 2, BoNT-F LC inh -24, GDH-TPI inh 1, PrPC TRFRET -5, BoNT A protease 1.0 and CCHF vOTU inh -4.
`CC(NC(=O)c1cc([N+](=O)[O-])cc([N+](=O)[O-])c1)c1ccc(-n2ccnc2)cc1` (configuration not stated) gave Mtb BioA inh 9.8, UGM FP inh 2.0, FadD28 binding -3.8, FBA Mtb inh 2, BoNT-F LC inh 1, GDH-TPI inh 1, PrPC TRFRET -58, BoNT A protease 2.1 and CCHF vOTU inh -1.
Screening CCN1CCN(C(c2cccs2)C(C)NC(=O)Oc2ccccc2)CC1 (configuration not stated) returned Mtb BioA inh -1.6, UGM FP inh 3.7, FadD28 binding -1.7, FBA Mtb inh -2, BoNT-F LC inh -8, GDH-TPI inh 2, PrPC TRFRET -7, BoNT A protease 0.1 and CCHF vOTU inh 11.
CCCNC(=O)c1ccccc1NC(=O)CN(c1ccccc1OCC)S(C)(=O)=O was read as Mtb BioA inh -2.4, UGM FP inh -2.5, FadD28 binding -1.6, FBA Mtb inh 1, BoNT-F LC inh -4, GDH-TPI inh 3, PrPC TRFRET 0, BoNT A protease 0.0 and CCHF vOTU inh -13.
Screening CCOC(=O)C1=C(N)n2c(s/c(=C/c3ccco3)c2=O)=C(C(=O)OC)C1c1ccco1 (configuration not stated) returned Mtb BioA inh 9.7, UGM FP inh 1.2, FadD28 binding -3.6, FBA Mtb inh -6, BoNT-F LC inh 0, GDH-TPI inh -6, PrPC TRFRET -2, BoNT A protease inconclusive and CCHF vOTU inh 7.
Screening O=C(CSCc1ccccc1)Nc1ccc(F)c(F)c1 returned Mtb BioA inh 3.5, UGM FP inh 1.0, FadD28 binding -0.8, FBA Mtb inh 3, BoNT-F LC inh -3, GDH-TPI inh 2, PrPC TRFRET 1, BoNT A protease -0.4 and CCHF vOTU inh 8.
For CC(C)(C)c1ccc(Oc2coc3cc(OCC(=O)O)ccc3c2=O)cc1 the results were UGM FP inh 1.0, FadD28 binding -2.8, FBA Mtb inh 2, BoNT-F LC inh inconclusive, GDH-TPI inh -3, PrPC TRFRET 4, BoNT A protease 7.1 and CCHF vOTU inh -5.
For Cc1ccccc1OCCC(=O)OCC(=O)Nc1cc(S(=O)(=O)N2CCOCC2)ccc1Cl the results were Mtb BioA inh -1.5, UGM FP inh 2.6, FadD28 binding -1.2, FBA Mtb inh 6, BoNT-F LC inh -4, GDH-TPI inh 7, PrPC TRFRET 5, BoNT A protease 0.9 and CCHF vOTU inh 19.
Screening COc1ccc(NC(=O)c2noc3c2CCCCC3)cc1 returned Mtb BioA inh -1.0, UGM FP inh 2.4, FadD28 binding -4.7, FBA Mtb inh 0, BoNT-F LC inh -2, GDH-TPI inh 1, PrPC TRFRET 11, BoNT A protease -1.5 and CCHF vOTU inh -11.
`Cc1ccccc1N(CC(=O)NCc1ccc2c(c1)OCO2)C(=O)CCC(=O)Nc1ccccn1` gave Mtb BioA inh 0.4, UGM FP inh -0.2, FadD28 binding -1.8, FBA Mtb inh 3, BoNT-F LC inh -2, GDH-TPI inh 3, PrPC TRFRET -5, BoNT A protease -1.0 and CCHF vOTU inh 0.
Cc1ccc(OC(C)C(=O)Nc2ccccc2C(=O)N2CCN(C)CC2)cc1 (configuration not stated) was read as Mtb BioA inh -2.2, UGM FP inh 2.0, FadD28 binding -2.0, FBA Mtb inh 1, BoNT-F LC inh -11, GDH-TPI inh -4, PrPC TRFRET 3, BoNT A protease 1.7 and CCHF vOTU inh -1.
`O=C(Nc1ccccc1-c1ccccc1)c1ccc(Cl)c([N+](=O)[O-])c1` gave UGM FP inh -2.5, FadD28 binding 0.8, FBA Mtb inh 8, BoNT-F LC inh -2, GDH-TPI inh 6, PrPC TRFRET -14, BoNT A protease 1.0 and CCHF vOTU inh -13.
CC1CCN(C(=O)CNC(=O)Cn2ccc3ccccc3c2=O)CC1 was read as Mtb BioA inh 0.5, UGM FP inh -0.5, FadD28 binding -3.1, FBA Mtb inh -2, BoNT-F LC inh -6, GDH-TPI inh 3, PrPC TRFRET -4, BoNT A protease 0.3 and CCHF vOTU inh 0.
For Oc1ccc(N=Nc2nc(-c3ccccc3)c(-c3ccccc3)[nH]2)cc1 the results were UGM FP inh 3.0, FadD28 binding -3.1, FBA Mtb inh -19, BoNT-F LC inh -25, GDH-TPI inh 3, PrPC TRFRET -7, BoNT A protease -1.6 and CCHF vOTU inh 9.
CCc1cc(Cn2nc(-c3ccccc3)cc2C(=O)NCc2cccs2)on1 was read as Mtb BioA inh -1.6, UGM FP inh 3.6, FadD28 binding -2.6, FBA Mtb inh 3, BoNT-F LC inh -4, GDH-TPI inh 7, PrPC TRFRET 22, BoNT A protease -0.4 and CCHF vOTU inh 2.
